Source: PubChem BioAssay (several laboratories)
HDAC3 inhib – human HDAC3 inhibition; 320,000 tested, 0.15% active; inhibition, % at 8.3 µM; O15379; recombinant HDAC3, fluorogenic peptide/trypsin coupled, fluorescence; AID 2718; in the data active means inhibition above about 26%, passing the limit was not always enough; inconclusive means no clear call, values can overlap the other calls
TMEM16A act – activators or potentiators of mouse TMEM16A chloride channel; Q8BHY3; HEK293 TMEM16A/YFP-H148Q/I152L, iodide quench fluorescence; stronger effect = lower value; B-score at 10 µM; 340,000 tested, 0.3% active;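 active means fluorescence-ratio B-score plate-corrected deviation score at least 3 library SD below zero, with starting fluorescence score within 5 deviations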;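 further: channel opened by trigger with iodide after compound preincubation; score built on the fluorescence ratio of max minus min over baseline; more negative score means more quench and so TMEM16A activation or potentiation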
KCNK3 block – human KCNK3 channel inhibition, primary screen. B-score at 10 µM. 340,000 tested, 0.84% active. CHO-KCNK3 thallium flux, FluxOR fluorescence; stronger effect = lower value;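 active means B-score under library mean minus 4 SD, starting fluorescence ratio at most library mean plus 5 SD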;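 further: more negative B-score means stronger inhibition of thallium flux through KCNK3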
KCNK9 inh – inhibitors of human KCNK9 two-pore domain potassium channel; B-score at 10 µM; Q9NPC2; HEK293 KCNK9, FluxOR thallium flux fluorescence; stronger effect = lower value; 310,000 tested, 1.2% active;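 active means ratio B-score over 3 SD below the library mean, with starting fluorescence within 5 SD of its mean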;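 further: negative B-score means less thallium flux so channel inhibition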
DYRK1A inh – blocks rat Dyrk1A kinase activity; Q63470; ADP-Glo luminescence, NFATc1 peptide; inhibition, % at 12.5 µM; 310,000 tested, 0.43% active; in the data active means inhibition above about 50%;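 further: plate controls were vehicle with enzyme for no effect and no enzyme for full effect; many of its hits are not listed in these tables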
hERG protect – hERG (human) protection from proarrhythmic block; activation (rescue from dofetilide block), less the hit threshold, % at 10 µM; 310,000 tested, 0.51% active; AID 1511; CHO-hERG, FluxOR thallium flux, dofetilide IC70 present; Q12809;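 active means activation above the mean of controls blocked by dofetilide plus 5 SD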;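 further: thallium influx through hERG after potassium depolarization seen as dye fluorescence rise; in these data hits start at about 4.7%; inactives centre near -7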
KCNQ1 act – potentiators or activators of human KCNQ1 potassium channel; AID 2648; 310,000 tested, 0.35% active; B-score at 10 µM; P51787; CHO-K1 KCNQ1, thallium flux FluxOR fluorescence; stronger effect = higher value;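 active means fluorescence ratio B-score, a plate-corrected score, at least three library SD, with initial intensity B-score within 5 SD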
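Material: CHO-K1 cells stably expressing KCNQ1. Medium: assay buffer for compound exposure, DMSO matched across wells. Reagent: K+/Tl+ depolarizing stimulus. Compound dosing: single-concentration screen. Times: 37 °C overnight plating, 90-min dark dye load, 20-min compound pretreatment. Technique: FluxOR Tl+ flux fluorescence.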
KCNQ1 block – inhibitors of human KCNQ1 potassium channel | CHO-K1 KCNQ1, FluxOR thallium flux fluorescence; stronger effect = higher value | B-score at 10 µM | 310,000 tested, 1.3% active;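 active means compounds whose thallium flux B-score, printed positive for inhibition, exceeds three library SD while starting fluorescence stays within three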;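 further: channel opened by potassium depolarization with thallium stimulus after 20 min compound exposure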
TRPC4 potent – allosteric potentiators of mouse TRPC4 channel. Q9QUQ5. HEK293 TRPC4beta/mu-opioid, DAMGO EC20, Fluo-4 Ca2+ flux; stronger effect = higher value. B-score at 10 µM. 310,000 tested, 0.42% active;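 active means B-score of calcium response area above 5 SD of library B-scores, with initial fluorescence ratio within 5 SD of library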;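 further: B-score of integrated fluorescence ratio over time as area under calcium response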
Target sequence (Q9QUQ5 whole entry, looked up): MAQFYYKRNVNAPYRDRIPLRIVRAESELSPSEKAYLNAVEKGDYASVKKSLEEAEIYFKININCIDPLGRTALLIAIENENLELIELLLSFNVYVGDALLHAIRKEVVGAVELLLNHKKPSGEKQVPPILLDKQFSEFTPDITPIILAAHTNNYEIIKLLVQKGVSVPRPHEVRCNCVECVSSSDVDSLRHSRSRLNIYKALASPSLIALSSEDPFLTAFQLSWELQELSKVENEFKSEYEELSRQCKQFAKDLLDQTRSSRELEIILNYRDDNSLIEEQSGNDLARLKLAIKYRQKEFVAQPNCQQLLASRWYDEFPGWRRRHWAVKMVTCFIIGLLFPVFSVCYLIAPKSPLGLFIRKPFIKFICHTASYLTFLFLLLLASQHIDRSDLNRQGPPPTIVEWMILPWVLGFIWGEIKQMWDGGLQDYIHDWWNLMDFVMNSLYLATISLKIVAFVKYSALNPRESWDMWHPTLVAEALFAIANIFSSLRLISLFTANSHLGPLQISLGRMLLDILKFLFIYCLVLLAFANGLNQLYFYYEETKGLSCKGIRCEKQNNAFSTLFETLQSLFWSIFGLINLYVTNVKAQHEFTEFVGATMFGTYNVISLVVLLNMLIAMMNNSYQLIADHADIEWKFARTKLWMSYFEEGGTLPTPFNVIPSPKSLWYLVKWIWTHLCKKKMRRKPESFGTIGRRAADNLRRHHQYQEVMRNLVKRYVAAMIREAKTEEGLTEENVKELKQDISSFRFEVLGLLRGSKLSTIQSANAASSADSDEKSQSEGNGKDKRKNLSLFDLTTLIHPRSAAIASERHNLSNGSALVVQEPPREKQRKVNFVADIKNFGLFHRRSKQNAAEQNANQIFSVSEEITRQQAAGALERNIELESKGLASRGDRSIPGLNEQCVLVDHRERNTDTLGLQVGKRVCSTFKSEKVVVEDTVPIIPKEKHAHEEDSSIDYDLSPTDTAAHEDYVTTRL
TRPC4 agonist – activators of mouse TRPC4 channel; 310,000 tested, 0.49% active; AID 2237; B-score at 10 µM; Q9QUQ5; HEK293 TRPC4beta/mu-opioid, Fluo4 calcium fluorescence; stronger effect = higher value;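 active means B-score above 5 SD of library B-scores, and initial fluorescence ratio not above library mean plus 5 SD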;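 further: positive B-score marks a calcium rise read as TRPC4 activation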
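system = HEK293 cells stably co-expressing mouse TRPC4beta and mu-opioid receptor | schedule = Fluo4 dye loading 45 min at room temperature, 110 s recording | measure = B-scored integrated calcium fluorescence ratio | signal = Fluo4 calcium-sensitive dye fluorescence, kinetic, 1 Hz baseline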
TMEM16A inh – blocks the mouse calcium-activated chloride channel TMEM16A | Q8BHY3 | HEK293 TMEM16A/YFP iodide influx fluorescence, ionomycin | normalized B-score (activity score, 25-100; higher = stronger inhibition) at 10 µM | 310,000 tested, 1.2% active;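 active means ratio plate-corrected score three or more library SD toward inhibition, starting fluorescence score within five deviations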;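 further: score derived from kinetic fluorescence span divided by baseline fluorescence per well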
Numbers without * were called inactive; i = inactive; ? = inconclusive; . = no result given.

SMILES	HDAC3 inhib	TMEM16A act	KCNK3 block	KCNK9 inh	DYRK1A inh	hERG protect	KCNQ1 act	KCNQ1 block	TRPC4 potent	TRPC4 agonist	TMEM16A inh
CCC(=O)N1CCc2cc(S(=O)(=O)CCC(=O)NCCC3=CCCCC3)ccc21	-8.1	i	i	i	-1.1	-4.2	i	i	i	i	i
COc1ccc(C(CNC(=O)c2cc(C)on2)N(C)C)cc1 (stereo not given)	-1.2	i	i	i	10.9	-3.4	i	i	i	84*	i
Nc1nc(NS(=O)(=O)c2ccc(Cl)cc2)nn1-c1ccccc1	.	i	i	i	2.0	-6.2	i	i	i	i	i
COc1ccc(-n2nc(C(=O)NCC(=O)N3CCN(c4ccccn4)CC3)c3ccccc3c2=O)c(OC)c1	-2.2	i	i	i	1.0	-10.7	i	i	i	i	i
Cc1onc(-c2ccccc2Cl)c1C(O)c1ccc(F)cc1 (stereo not given)	0.6	i	i	i	-5.8	-9.7	i	i	i	i	i
Cc1ccc(CN2CCN(C(=O)CC(C)C)CC2)cc1	-6.5	i	i	i	.	-8.9	i	i	i	i	i
O=C(COC(=O)/C=C/c1ccc(S(=O)(=O)N2CCOCC2)cc1)NCc1ccc(F)cc1	1.2	i	i	i	0.1	-9.9	i	i	i	i	i
CSc1nc(N)c(C(=O)Nc2ccc([N+](=O)[O-])cc2)s1	.	i	i	i	1.0	-1.4	i	i	i	i	i
COc1ccccc1C(=O)NC(CCSC)C(=O)NNC(=O)c1ccncc1 (stereo not given)	-5.0	i	i	i	-1.2	-14.0	i	i	i	i	i
COC(=O)c1ccc2nccnc2c1	2.1	i	i	i	-13.6	-11.4	i	i	i	i	i
Cc1ccc(NC(=S)Nc2ccc(F)cc2)cc1	?	i	i	i	-5.1	-9.7	i	i	i	i	i
CCCCOc1ccc(C(C)NC(=O)C2CCCN(S(=O)(=O)CC)C2)cc1 (stereo not given)	5.8	i	i	i	-0.2	-7.7	i	i	i	i	i
CC(NC(=O)C12CC3CC(CC(C3)C1)C2)C(=O)NCCN(C)C (stereo not given)	-6.0	i	i	i	0.1	-11.9	i	i	i	i	i
Cc1ccc(-c2nc(CS(=O)CC(=O)NC3CCCC3)c(C)o2)cc1 (stereo not given)	-4.0	i	i	i	1.3	-12.7	i	i	i	i	i
CC(=O)Nc1ccc(N/C=C/C(=O)c2ccc(C)cc2)cc1	5.4	i	i	i	-0.8	-7.0	i	i	i	i	i
O=C(CSc1c2c(nc3ccc(Cl)cc13)CCCC2)NCCCN1CCOCC1	6.0	i	i	i	28.0	-8.7	i	i	i	i	i
CCOC(=O)C1=C2SCCN2C(=O)C(C#N)C1(C)C (stereo not given)	-4.2	i	i	i	-8.5	-4.3	i	i	i	i	i
COc1ccc(N2CCN(C(c3ccc4ncccc4c3)c3nnnn3C(C)(C)C)CC2)cc1 (stereo not given)	-11.3	i	i	i	7.1	-3.0	i	i	i	i	i
Cn1cccc1C(=O)OCc1csc(-c2ccccc2)n1	-2.2	i	i	i	6.6	-8.9	i	i	i	i	i
C(=N\Nc1nc(N2CCCC2)nc(N2CCCC2)n1)/c1ccccc1OCc1ccccc1	2.9	i	i	i	1.9	-8.9	i	i	i	i	i
CCc1c(C)nc2ccc(Br)cc2c1Cl	-10.2	i	i	i	-11.3	-7.3	i	i	i	i	i
COc1ccc(/C=C/C(=O)c2ccc(O)cc2)cc1	8.4	i	i	i	22.7	-14.5	i	i	i	i	i
COc1ccc(OC)c(C2=Nn3c(nnc3-c3ccco3)SC2)c1	1.0	i	i	i	74.2*	-8.6	i	i	i	i	i
Cc1ccccc1NC(=O)CC1C(=O)NCCN1C(=O)c1cccc(Cl)c1 (stereo not given)	-6.5	i	i	i	-10.9	-9.9	i	i	i	i	i
CCOCC(=O)Nc1ccc(C)c(Cl)c1	-0.5	i	i	i	-3.8	-12.6	i	i	i	i	i

(further entries)
SMILES	HDAC3 inhib	TMEM16A act	KCNK3 block	KCNK9 inh	DYRK1A inh	hERG protect	KCNQ1 act	KCNQ1 block	TRPC4 potent	TRPC4 agonist	TMEM16A inh
CCN1CN=C(NS(=O)(=O)c2ccc(C)cc2)NC1	-0.9	i	i	i	1.3	-3.0	i	i	i	i	i
CCNC(=O)/C(C#N)=C/c1c(N2CCCCCC2)nc2c(C)cccn2c1=O	2.8	i	i	i	.	-6.7	i	i	i	i	i
CC(CN1CCCCC1)C(=O)NN (stereo not given)	-0.6	i	i	i	1.6	-10.8	i	i	i	i	i
CCOC(=O)c1csc(NC(=O)Nc2cccc(Cl)c2)n1	8.5	i	i	i	-0.7	-11.8	i	i	i	i	i
Cc1ccc(NC(=O)/C(C#N)=C/c2ccsc2)c(C)c1	4.4	i	i	i	7.4	-7.9	i	i	i	i	i
CCOc1ccc(N=Cc2c(O)c3ccccc3oc2=O)cc1	4.4	i	i	i	-0.2	-12.8	i	i	i	i	i
CCOc1ccccc1CNS(=O)(=O)c1cnc[nH]1	-2.8	i	i	i	-1.0	-8.3	i	i	i	i	i
COCC(=O)N1CCC(Oc2ccc(C(=O)NCCCC3CCCC3)cc2)CC1	-1.2	i	i	i	-3.5	-4.1	i	i	i	i	i
Cc1ccc(NC2=C(CC(=O)O)C(c3ccccc3)N(c3ccc(C)cc3)C2=O)cc1 (stereo not given)	2.3	i	i	i	3.5	-14.0	i	i	i	i	i
Cn1c(CCc2ccc(N)cc2)nc2ccccc21	-6.1	i	i	i	-1.2	-18.6	i	i	i	i	i
COc1ccccc1Nc1ccc([N+](=O)[O-])cn1	2.8	i	i	i	-2.7	-5.9	i	i	i	i	i
COc1ccc(NC(=O)CSc2nnc(Cc3ccccc3)o2)c(OC)c1	3.1	i	i	i	0.7	-7.0	i	i	i	i	i
COC(=O)c1ccc(N=NNc2ccccc2)cc1	4.6	i	i	i	-7.4	-8.7	i	i	i	i	i
Cc1ccc2c(c1)C1(OCCO1)C(=O)N2	-3.8	i	i	i	0.9	-3.6	i	i	i	i	i
CCCn1c(=N)c(C#N)cc2c(=O)n3cccc(C)c3nc21	4.4	.	.	i	.	-4.3	i	i	i	i	i
CC(C)N(c1ccccc1)c1ncnc(NCCC(=O)O)c1[N+](=O)[O-]	4.8	i	i	i	3.2	-14.0	i	i	i	i	i
O=C(C1CCN(S(=O)(=O)c2cccc3cccnc23)CC1)N1CCN(c2ccccc2)CC1	-5.9	i	i	.	12.2	.	.	.	.	.	i
CCn1c(C)cc(/C=C2/SC(=O)N(CC(=O)N3CCCC3)C2=O)c1C	-3.5	i	i	i	-8.2	-4.8	i	i	i	i	i
CCCCNC(=S)NNC(=O)c1nn(C)cc1Cl	-2.6	i	i	i	5.3	-11.0	i	i	i	i	i
Cc1cc(=O)[nH]c(SCC(=O)Nc2nc(-c3ccccc3)cs2)n1	-0.5	i	i	i	-3.0	-10.2	i	i	i	i	i
CS(=O)(=O)N1CCCC(C(=O)Nc2c(F)cccc2F)C1 (stereo not given)	-0.7	i	i	i	0.7	-7.7	i	i	i	i	i
Cc1csc(CN(C)C(=O)CC2C(=O)NCCN2Cc2ccc(Cl)c(F)c2)n1 (stereo not given)	-1.7	i	i	i	.	-6.8	i	i	12*	i	i
Cc1ccc(S(=O)(=O)N2CC(C(=O)O)Oc3ccccc32)cc1 (stereo not given)	5.1	i	i	i	-2.9	-1.2	i	i	i	i	i
c1ccc(-c2nnc3sc(-c4ccncc4)nn23)cc1	-5.5	i	i	i	6.0	-9.9	i	i	i	i	i
O=C(COc1ccc(S(=O)(=O)N2CCOCC2)cc1Cl)NCc1ccccn1	0.3	i	i	i	-3.5	-5.4	i	i	i	i	i

Structural class, those above containing a COOH group.
SMILES	HDAC3 inhib	TMEM16A act	KCNK3 block	KCNK9 inh	DYRK1A inh	hERG protect	KCNQ1 act	KCNQ1 block	TRPC4 potent	TRPC4 agonist	TMEM16A inh
Cc1ccc(NC2=C(CC(=O)O)C(c3ccccc3)N(c3ccc(C)cc3)C2=O)cc1 (stereo not given)	2.3	i	i	i	3.5	-14.0	i	i	i	i	i
CC(C)N(c1ccccc1)c1ncnc(NCCC(=O)O)c1[N+](=O)[O-]	4.8	i	i	i	3.2	-14.0	i	i	i	i	i
Cc1ccc(S(=O)(=O)N2CC(C(=O)O)Oc3ccccc32)cc1 (stereo not given)	5.1	i	i	i	-2.9	-1.2	i	i	i	i	i

New compounds follow.
SMILES	HDAC3 inhib	TMEM16A act	KCNK3 block	KCNK9 inh	DYRK1A inh	hERG protect	KCNQ1 act	KCNQ1 block	TRPC4 potent	TRPC4 agonist	TMEM16A inh
COC(=O)c1cc(S(=O)(=O)N2CCCCCC2)c[nH]1	9.9	i	i	i	0.1	-13.2	i	i	i	i	i
CC1CCCN(S(=O)(=O)c2csc(C(N)=O)c2)C1 (stereo not given)	-4.2	i	i	i	-5.6	-1.8	i	i	i	i	i
COc1cc(/C=C/C(=O)C2C(=O)C=C(C)OC2=O)cc(OC)c1O (stereo not given)	5.5	i	i	i	-3.8	-7.0	i	i	i	i	i
O=C(O)C1C2CCCCC2=C2CCCCC2C1C(=O)c1ccccc1 (stereo not given)	-5.9	i	i	i	2.8	-7.3	i	i	i	i	i
Cc1cc2ccccc2c(=O)[nH]1	.	i	i	i	.	-2.1	i	i	i	i	i
Cc1cc(S(=O)(=O)NCC(=O)O)ccc1F	-5.4	i	i	i	-3.8	-5.0	i	i	i	i	i
O=C1/C(=C\c2ccc(Br)o2)SC(=Nc2ccccc2)N1c1ccccc1	1.6	i	i	-8.35*	-0.5	-11.1	i	i	i	i	i
COc1ccc(S(=O)(=O)N2CCC(C(=O)N3CCc4ccccc4C3)CC2)cc1	-1.5	-12.1*	i	i	-0.3	-4.4	i	i	i	i	i
O=C(C1CCN(C2CCN(Cc3ccsc3)CC2)CC1)N1CCOCC1	-4.5	i	i	i	-4.4	-6.3	i	i	i	i	i
Cc1ccc(C2CC(c3ccccc3)=NN2C(=O)CSc2nnc(-c3ccncc3)n2C)o1 (stereo not given)	-1.8	i	i	i	1.9	-11.6	i	i	i	i	i
CCCCOc1ccc(OC(=O)Nc2cc(Cl)ccc2OC)cc1	1.1	i	i	i	4.2	-5.3	i	i	i	i	i
COc1cc([N+](=O)[O-])ccc1NC(=O)NNC(=O)CCc1ccccc1	2.1	i	i	i	3.9	-9.0	i	i	i	i	i
CCCCN(C(=S)NC(=O)c1cc(OC)c(OC)c(OC)c1)c1c(N)n(Cc2ccccc2)c(=O)[nH]c1=O	-2.6	i	i	i	-2.5	-2.8	i	i	i	i	i
O=C(c1cccc(Cl)c1)N1CCCC(C(=O)N2CCCCCC2)C1 (stereo not given)	-1.6	i	i	i	-3.3	-6.4	i	i	i	i	i

The list is partial; count on the stated rates, not on these rows.
